High-throughput results: PubChem, National Center for Advancing Translational Sciences (NCATS)
A-T KAP1 phos: potential ataxia-telangiectasia treatment; Potency, µM (doses to about 57.5 µM), inactives show at the top dose activation, actives largely listed as activators; 0.19% of 320,000 active; […] A-T fibroblasts, KAP-1 phosphorylation AlphaLISA; neocarzinostatin DNA damage 30 min before lysis; AID 485349; note: potency is the fitted concentration of half-maximal effect; % of control where 0% means no effect; nearly all actives have a fitted effect of over 45% in size
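hTERT-immortalized A-T patient fibroblasts ([…]), 500 cells/well in OPTI-MEM, 1% FBS, got compounds for 60 min, then NCS for 30 min at 37C. Lysates were then assayed for phospho-KAP-1 by AlphaLISA (anti-pKAP1 donor, anti-KAP1 acceptor beads), 6 hr at 25C.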
Tb PFK block: blocks T. brucei phosphofructokinase | O15648 | T. brucei PFK, ADP-Glo luminescence | Potency, µM (titrated, usually from 57.5 µM), inactives show top-dose activity, negative = inhibition, most hits filed as inhibitors | 0.17% of 330,000 active | AID 485367;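 note: potency is the fitted concentration of half-maximal effect; 0% = uninhibited 1x PFK enzyme wells and -100% = no-enzyme wells; nearly all actives have a fitted effect of over 60% in size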
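1.25 nM PFK with 0.5 mM F6P and 0.1 mM ATP in 0.1 M TEA pH 8.0, 5 mM MgCl2, incubated 45 min at room temperature; ADP measured by ADP-Glo luminescence; compounds titrated up to 57 uM.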
TSHR antag: antagonists of human thyroid stimulating hormone receptor. P16473. TSHR-expressing cells, TSH-stimulated cAMP HTRF, 2 h; hits give low values. activity change, negative = inhibition, % at 11.5 µM. 0.2% of 330,000 active;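 active = activity change below a set negative limit, meaning inhibition stronger than a set level, cut at about -70% in these data; inconclusive = activity change between two set negative limits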; note: % is set by controls: 0 for no effect and ±100 for the full control effect
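TSHR-expressing cells, 200/well, pre-treated with compound, then stimulated with EC80 TSH (4nM final) for 2 hours at 37 deg C. cAMP measured by competitive HTRF: anti-cAMP cryptate antibody in lysis buffer plus cAMP-d2, read after 30 minutes at room temperature.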
KCNH2 WT inh: blocks the wildtype human KCNH2 potassium channel; Q12809; U2OS, BacMam KCNH2, thallium flux FluxOr; hits give low values; activity change, % at 1.84 µM; 0.37% of 340,000 active;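 active = maximum activity change below -70%; inconclusive = maximum activity change between -70% and -50%; inactive = maximum activity change above -50%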; note: % is set by controls: 0 for no effect and ±100 for the full control effect
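U2OS cells were transduced with wild-type KCNH2 virus (2.03 x 10^8 / mL) for 4 h at room temperature, then cultured overnight at 37 C. Thallium flux was read with FluxOr dye. Rate constants were normalized to DMSO controls.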
MLL CXXC-DNA inh: inhibitors of human MLL CXXC domain-DNA interaction; Q03164; MLL-CXXC / FITC-HOXA9 DNA fluorescence polarization; Potency, µM (titrated, usually from 115 µM), without a hit: at the top dose activity change, negative = inhibition, usual class: inhibitors; 0.037% of 290,000 active; AID 2662; active = well fitted inhibition curve with a large enough effect in the polarisation, with a control signal flat, not every such curve was filed as active; inconclusive = small, poorly fitted or top-dose-only effect, or effect the other way, or a change in a side signal; inactive = no such curve, though single readings can be large or run the other way; the % refers to the polarisation; note: potency is the fitted concentration of half-maximal effect
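Steps: dispense CXXC domain solution (7 uM) → pin compounds or unlabeled HOX-A9 DNA control → 5 min ambient → add FLSN-HOX-A9 solution (50 nM) → spin → 30 min ambient → fluorescence polarization. Tris pH 7.5/NaCl/DTT/BSA buffer.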
TCR act: T cell receptor activation. 330,000 tested, under 10 active. Potency, µM (series often up to 9.22 µM), inactives show at the highest dose activation of IL-2 secretion, most hits filed as activators. primary human leukocytes, anti-CD3, IL-2 HTRF, 48 h; note: % of control where 0% means no effect
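IL-2 produced over 48 hr by a-CD3 bead-stimulated primary human leukocytes exposed to compounds was detected with a homogeneous time-resolved FRET immunoassay, 665nm acceptor signal after 320nm excitation.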
Coupling enz: coupling enzyme interference in Giardia aldolase counter-screen; coupling enzyme system counterscreen, AmpLite Red fluorescence; activity change, negative = inhibition, % at 58.2 µM, hits read low; 0.67% of 290,000 active; AID 2472; in the data active = activity change below about -30%; note: % is set by controls: 0 for no effect and ±100 for the full control effect
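Final compound at 57.5 uM, incubated 10 min at RT with coupling enzyme reagent (glyceraldehyde-3-phosphate), then 20 min with substrate and AmpLite Red detection. Fluorescence read at 525/598 nm; tests interference with the coupling assay, not aldolase inhibition.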
Giardia kill: Giardia lamblia killing; activity change, % at 7.66 µM, hits read low; Giardia lamblia trophozoite viability; 0.15% of 340,000 active; in the data active = activity change below about -80%; inconclusive = between about -30% and that limit;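 note: parasites exposed to compound for two days anaerobically before the ATP read; % is set by controls: 0 for no effect and ±100 for the full control effect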
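Giardia lamblia trophozoites (100 cells/well) were incubated with compounds for 48 h at 37 deg C under anaerobic conditions. Viability was read as ATP content by one-step luminescence after 15-30 min at room temperature.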
BCR signal inh: chronic active BCR signaling inhibition; ABC-DLBCL IkBa-CBG/CBR reporter, luminescence ratio, 4 h; Potency, µM (highest dose often 46.1 µM), without a hit: at the top dose ratio change, negative = lower green/red ratio, hits mostly inhibitors; 0.05% of 340,000 active; active = well fitted inhibition curve with a large enough effect in the signal ratio, with a control signal flat, not every such curve was filed as active; inconclusive = small, poorly fitted or top-dose-only effect, or effect the other way, or a change in a side signal; the % refers to the signal ratio;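 note: potency is the fitted concentration of half-maximal effect; plate controls were basal doxycycline-induced cells for no effect and cells given 10 µM MG132 for full effect; MG132 reads +100%, hits lower the ratio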
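Doxycycline induced both beetle luciferases in TMD8 lymphoma cells; IKK-driven degradation limits the IkappaBalpha-fused green signal, while red luminescence normalises for cell number and nonspecific effects. Compounds tested up to 46 uM, 4 hrs.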
GALK inh: galactokinase (human) inhibition; Potency, µM (series often up to 57.5 µM), for inactives: at the highest dose activity change, negative = inhibition, hits mostly inhibitors; P51570; AID 1868; 0.007% of 270,000 active; Purified GALK, Kinase-Glo residual ATP luminescence; note: potency is the fitted concentration of half-maximal effect; % is set by controls: 0 for no effect and ±100 for the full control effect
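Kinase-Glo Plus luminescence measured ATP left after a 1 h room-temperature reaction. The reaction used 5 nM GALK, 100 uM galactose and 35 uM ATP at pH 8.0 (20 mM HEPES, 5 mM MgCl2, 60 mM NaCl, 1 mM DTT, 0.01% BSA).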
The depositor's hits bear a star; i = inactive; ? = inconclusive; nt = not tested or not shown; & = joins results of further samples; [ ] = another dose, or the depositor's remark. Unless noted, calls come from the whole dose curve; as a rule, active = well fitted curve in the direction sought with a large enough effect; inconclusive = small, poorly fitted or top-dose-only effect, or another doubt; inactive = no such curve, though single readings can be large; an effect the other way counts as inactive or inconclusive. This is a random part of the collection; 1.6% or so of the library scored in one or more.

SMILES	A-T KAP1 phos	Tb PFK block	TSHR antag	KCNH2 WT inh	MLL CXXC-DNA inh	TCR act	Coupling enz	Giardia kill	BCR signal inh	GALK inh
COc1ccc(C(CNC(=O)c2cccc(S(=O)(=O)NCc3ccccc3)c2)N2CCOCC2)cc1 (stereo not drawn)	-3%	0%	4	-2	nt	-4%	nt	9	1%	nt
COc1ccc(N2CCN(CC(=O)c3c[nH]c4ccccc34)CC2)cc1	-7%	-4%	-7	2	9%	2%	1	-1	?	6%
COc1ccc(OC)c(/C=C/C(=O)N(C)CC(=O)Nc2ccc(N3CCOCC3)cc2)c1	-1%	6%	-6	-9	nt	-1%	nt	2	?	nt
CC(=O)N(c1ccc2oc(=O)sc2c1)S(=O)(=O)c1ccccc1	-4%	12%	-17	0	2%	3%	3	1	?	-1%
COc1ccc(S(=O)(=O)N(C)CC(=O)N2CCCC2)cc1	-1%	-4%	-6	-8	3%	nt	3	6	6%	-1%
O=C(c1ccccn1)N1CCN(S(=O)(=O)c2ccc3ccccc3c2)CC1	-3%	-1%	4	1	-4%	-3%	6	7	?	-1%
O=C(NCC(O)c1ccc([N+](=O)[O-])cc1)C1CCCCC1 (stereo not drawn)	1%	0%	-5	3	4%	-1%	0	-4	-7%	-1%
Cc1cccc(NS(=O)(=O)c2ccc(C(=O)NCC(c3ccccc3)N(C)C)cc2)c1C (stereo not drawn)	8%	1%	6	29	6%	-23%	nt	-8	0%	-4%
Cc1ccc(S(=O)(=O)c2cc3cc(Br)ccc3oc2=O)cc1	3%	8%	-2	8	16%	5%[46.1 µM]	-2	-8	?	-3%
CCOc1cc(C2C(C#N)=C(N)OC3=C2C(=O)CC(C)(C)C3)cc([N+](=O)[O-])c1O (stereo not drawn)	-1%	-2%	-3	8	1%	nt	0	-8	?	-1%
CN1C(=O)N2CN(C3CCCCC3)CN3C(=O)N(C)C1C23 (stereo not drawn)	-1%	2%	-7	-11	8%	-1%	2	12	-2%	1%
Cc1ccc(C(=O)/C=C/c2ccccc2[N+](=O)[O-])cc1	?	3%	-5	-3	3%	-3%	0	-26	?	3%
O=C(C1CCCN1S(=O)(=O)c1ccc(Cl)c(Cl)c1)N1CCCCC1 (stereo not drawn)	1%	-1%	4	-2	2%	2%	1	-14	5%	1%
CCN(Cc1cc2cccc(C)c2[nH]c1=O)C(=O)c1ccccc1OC	-9%	1%	0	-3	7%	6%	-1	-13	-1%	5%
CCN1CCN(C(c2cc(OC)ccc2OC)c2nnnn2Cc2ccccc2)CC1 (stereo not drawn)	-6%	0%	3	11	-6%	-4%	1	18	?	1%
O=C(NCC1CCCO1)c1nn2c(C(F)(F)F)cc(-c3cccs3)nc2c1Br (stereo not drawn)	4%	2%	-7	-5	26%	4%	0	-21	-3%	-1%
COc1cc(OC)cc(C(=O)NC(C(=O)NCCN(C)C)C23CC4CC(CC(C4)C2)C3)c1 (stereo not drawn)	4%	-1%	25	3	-2%	1%	3	17	?	1%
CC1Cc2cc(/C(O)=C3\C(=O)C(=O)N(Cc4ccncc4)C3c3ccccc3F)ccc2O1 (stereo not drawn)	9%	0%	1	2	-1%	-10%	nt	-1	0%	6%
CCn1c(CSc2nc(C)cc(C)n2)nnc1SCC(N)=O	-1%	-3%	-5	16	-3%	8%	2	-20	1%	4%
COCCn1c(SCC(=O)Nc2ccc(OC)cc2OC)nc2ccccc2c1=O	2%	1%	53	-25	1%	-6%	0	?	-4%	-4%
CCCCn1c(N)c(N(C)C(=O)c2ccc(Br)o2)c(=O)[nH]c1=O	3%	1%	-10	-1	nt	1%	nt	-26	-2%	nt
COc1ccc(S(=O)(=O)N(CC(=O)NC2CCCCC2)c2ccc(F)cc2)cc1	1%	-1%	3	9	-13%	3%	nt	-4	0%	4%
N[C@@H](Cc1c[nH]c2ccccc12)C(=O)O	-16%	1%	-14&-5	nt	8%&34%	nt	2	nt	-17%	-1%
COc1cc(/C=C(\C#N)c2nc3ccccc3n2C)cc(OC)c1O	-5%	-1%	4	-1	?	0%	-3	-8	?	9%
Cc1ccc(S(=O)(=O)Nc2ccccc2N(C)S(=O)(=O)c2ccc(C)cc2)cc1	13%	13%	-75*	2	nt	4%	nt	-1	?	nt
O=P(O)(C(O)c1ccccc1)C(O)c1ccccc1 (stereo not drawn)	9%	4%	2	-2	nt	-6%	nt	39[activator]	0%	nt
O=C1Nc2ccc(Br)cc2/C1=C/c1ccc(C(=O)O)cc1	0%	8%	-15	nt	7%	nt	9	nt	?	-8%
O=C(NCC1CCCO1)c1ccc2ccccc2n1 (stereo not drawn)	3%	0%	-1	-3	-5%	-3%	2	1	11%	0%
COc1ccc(C(c2nnnn2Cc2cccs2)N2CCN(c3ccccc3F)CC2)cc1 (stereo not drawn)	2%	2%	-19	11	6%	-6%	1	37[activator]	3%	4%
NC1=NC(=O)C(Cc2ccc(F)cc2)S1 (stereo not drawn)	-8%	-3%	2	-14	1%	-5%	0	-10	12%	-2%
COc1ccc(-c2noc(N(C)CC(=O)Nc3cccc(C(F)(F)F)c3)n2)cc1	0%	0%	-6	-3	-6%	1%	0	-13	-10%	-3%
O=C(NC(=S)Nc1ccc(N2CCOCC2)cc1)c1ccc2c(c1)OCCO2	12%	-2%	-12	nt	0%	1%[46.1 µM]	2	0	-1%	0%
CCCCn1c(SCC(=O)Nc2cc(C)on2)nnc1-c1ccncc1	-1%	2%	-3	-2	6%	1%	1	-2	-13%	0%
N#CC(C#N)=Cc1ccccc1OCc1ccccc1	-7%	-14%	1	nt	-18%	nt	0	nt	?	-5%
CCCN(CC(=O)Nc1ccccc1C)C(=O)c1ccc(S(=O)(=O)N2CCC(C)CC2)cc1	2%	-3%	6	-35	nt	-5%	nt	5	3%	nt
N#Cc1c(N)nc2c(c1-c1ccncc1)CCCCC2	0%	-4%	38	8	-7%	-8%	8	6	6%	-3%
COc1ccc(OC)c(NC(=O)COC(=O)c2c(C)noc2C)c1	-2%	1%	10	2	nt	4%	nt	-9	-3%	nt
CCN(CC)CCCNC(=O)c1c(O)c2cc(F)cc3c2n(c1=O)C(C)CC3 (stereo not drawn)	2%	0%	5	-9	37%[activator]	11%	2	31[activator]	?	0%
Oc1c(Cl)cc(Cl)cc1/C=N/NC(=S)NC1CC2C=CC1C2 (stereo not drawn)	2%	2%	1	1	11%	-8%	6	2	?	nt
Cc1cccc(C)c1NC(=O)CN(C)CC(=O)Nc1ccccc1Br	2%	7%	-9	0	1%	-14%	0	-4	-9%	-5%
Cc1cc(C)nc(/N=C2/NC(=O)CS2)n1	-1%	3%	0	-19	45%[activator]	-11%	2	0	0%	5%
COCCNC(=O)C(c1ccc(F)cc1)N(Cc1ccco1)C(=O)CCC(=O)Nc1nccs1 (stereo not drawn)	-2%	2%	-4	-6	-1%	-4%	2	-5	4%	3%
CC(C)C[C@H](NC(=O)c1nc[nH]c1C(=O)NC1CCN(C(=O)OC(C)(C)C)CC1)C(=O)OCc1ccccc1	-26%	3%	-13	nt	-6%	-14%	1	-4	?	0%
CCCc1ccc(S(=O)(=O)NCCc2ccncc2)cc1	nt	-9%	12	-1	-11%	-11%	3	9	?	1%
COc1cccc2cc(C(=O)NCCc3ccccc3)oc12	-2%	6%	5	-6	4%	-3%	nt	-15	?	-6%
CCCCc1nc2ccccc2n1CC(=O)NN	-5%	0%	1	3	7%	-2%[46.1 µM]	3	0	-1%	1%
O=C(O)c1ccc(-c2nc(-c3ccccc3Cl)cs2)cc1	2%	3%	6	i	-9%	5%	20	8	?	1%
COc1ccc(C2C(C#N)=C(/N=C/N3CCN(C)CC3)OC3=C2C(=O)CC(C)(C)C3)cc1 (stereo not drawn)	-7%	0%	0	-2	0%	5%	2	-13	4%	1%
CC1CCCC(NC(=O)c2ccc3snnc3c2)C1C (stereo not drawn)	3%	-4%	-8	11	-4%	3%	-6	22	0%	-2%
CNC(=O)C1CC(=O)N(CCc2ccc(OC)cc2)C(=Nc2ccc(OC)cc2)S1 (stereo not drawn)	2%	1%	0	0	16%	0%[46.1 µM]	1	-17	?	-3%
O=S(=O)(Cc1cc(-c2ccc(Cl)cc2)no1)c1ccccc1	5%	-1%	-7	4	6%	-7%	0	4	?	1%
COc1ccc(/C=C2\CCn3c2nc2cc(C(=O)O)ccc2c3=O)cc1OC	8%	1%	-31	4	13%	-2%	-6	8	-3%	-2%
